ELG1 repair inh: qHTS screen for small molecules that inhibit ELG1-dependent DNA repair in human embryonic kidney (HEK293T) cells expressing luciferase-tagged ELG1; HEK293T ELG1-luciferase reporter, luminescence, 16 h; DNA damage induced by 5-fluorouridine; AID 504467, 2011; 330,000 compounds, 2.3% hits; Potency, µM (top dose mostly 46.1 µM), for inactives: top-dose activity change, negative = inhibition, usual class: inhibitors; note: potency is the fitted concentration of half-maximal effect; % is set by controls: 0 for no effect and ±100 for the full control effect; nearly all actives have a fitted effect of over 55% in size
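In this reporter screen, reduction of luminescence relative to DMSO vehicle indicated activity. Compounds and 5-fluorouridine were added together to 2,000 cells per well, incubated for 16 hr at 37 °C, then developed with ONE-Glo.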
AT treatment: qHTS Assay for Identifying a Potential Treatment of Ataxia-Telangiectasia; […] A-T fibroblasts, KAP-1 phosphorylation AlphaLISA; neocarzinostatin DNA damage 30 min before lysis; Potency, µM (top dose mostly 57.5 µM), for inactives: at the top dose activation, actives largely listed as activators; 320,000 compounds, 0.19% hits; note: potency is the fitted concentration of half-maximal effect; % of control where 0% means no effect; nearly all actives have a fitted effect of over 45% in size
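hTERT-immortalized A-T patient fibroblasts ([…]), 500 cells/well in OPTI-MEM, 1% FBS, got compounds for 60 min, then NCS for 30 min at 37C. Lysates were then assayed for phospho-KAP-1 by AlphaLISA (anti-pKAP1 donor, anti-KAP1 acceptor beads), 6 hr at 25C.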
Eya2 phos inh: qHTS Assay for Inhibitors of the Phosphatase Activity of Eya2 | recombinant Eya2, OMFP fluorescence dephosphorylation (OMFP is methylfluorescein phosphate) | Potency, µM (doses to about 76.9 µM), for the others: top-dose activity, negative = inhibition, actives largely listed as inhibitors | 330,000 compounds, 0.006% hits | Protein phosphatase EYA2 (Homo sapiens), O00167; note: potency is the fitted concentration of half-maximal effect; % is set by controls: 0 for no effect and ±100 for the full control effect
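Eya2 protein (added as 0.2 uM solution) was preincubated with compound for 10 min at ambient temperature in 50 mM HEPES pH 7.5, 50 mM NaCl, 5 uM MgCl2, 0.05% BSA, 1 mM DTT. OMFP (added at 50 uM) then reacted 10 min; fluorescence read at 485/525 nm.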
TSHR antagonist: Antagonists of the Thyroid Stimulating Hormone Receptor: HTS campaign; activity change, negative = inhibition, % at 11.5 µM; 330,000 compounds, 0.2% hits; TSHR-expressing cells, TSH-stimulated cAMP HTRF, 2 h; stronger effect = lower value; AID 504810, 2011; Thyrotropin receptor (Homo sapiens), P16473;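 active = activity change below a set negative limit, meaning inhibition stronger than a set level, cut at about -70% in these data; inconclusive = activity change between two set negative limits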; note: % is set by controls: 0 for no effect and ±100 for the full control effect
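Inhibition of cAMP made by TSHR-expressing cells under TSH stimulation (4nM final, EC80; 2 h, 37 deg C) is quantified with a one-step lysis HTRF kit, anti-cAMP cryptate versus cAMP-d2.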
Mito fusion act: qHTS Assay for Small Molecule Inhibitors of Mitochondrial Division or Activators of Mitochondrial Fusion; S. cerevisiae fusion-defective mutant growth rescue, CellTiterGlo 48 h; Potency, µM (doses to about 46.1 µM), for inactives: at the top dose growth rescue (activation), usual class: activators; 320,000 compounds, 0.23% hits; AID 485298, 2010;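 note: potency is the fitted concentration of half-maximal effect; % of control where 0% means no effect; nearly all actives have a fitted effect of over 45% in size; temperature-sensitive fusion mutants such as fzo1-1 at 37 °C on non-fermentable ethanol glycerol medium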
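S. cerevisiae fusion-defective temperature-sensitive mutants (e.g. fzo1-1, mgm1-5) grown 48 h at 37C in YPEG (ethanol/glycerol non-fermentable) medium with 23 nl compound per well; growth rescue read as CellTiterGlo luminescence.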
USP2a block: qHTS Assay for Inhibitors of Ubiquitin-specific Protease USP2a Using CHOP2 as the Reporter. Ubiquitin carboxyl-terminal hydrolase 2 (Homo sapiens), O75604. USP2 core, Ub-CHOP2 coupled fluorogenic reporter, 485/531. Potency, µM (series often up to 38.3 µM), inactives show top-dose activity change, negative = inhibition, hits mostly inhibitors. 330,000 compounds, 0.01% hits. AID 463254, 2010;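 note: potency is the fitted concentration of half-maximal effect; plate controls were DMSO wells for no effect and full inhibition by NEM control for full effect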
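Cell-free coupled assay: 10nM USP2 core preincubated 30min RT with compound in Tris-HCl pH 8.0/CaCl2/CHAPS buffer, then 25nM Ub-CHOP2 and 25nM reporter substrate; fluorescence (Ex 485/Em 531) read after 60min RT, normalized to NEM inhibition, concentration-response curves fitted.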
TCR act: Activators of T cell receptors: qHTS campaign; primary human leukocytes, anti-CD3, IL-2 HTRF, 48 h; Potency, µM (highest dose often 9.22 µM), for the others: at the top dose activation of IL-2 secretion, hits mostly activators; 330,000 tested, under 10 active; note: % of control where 0% means no effect
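48 hr co-incubation of compounds, a-CD3 beads and primary human leukocytes; IL-2 quantified homogeneously by HTRF with anti-IL-2 K and d2 conjugates.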
TRPV1 ag: HTS Assay for Compounds that Act as Agonists of the Vanilloid Receptor 1; 320,000 compounds, 0.19% hits; AID 540275, 2011; Transient receptor potential cation channel subfamily V member 1 (Homo sapiens), Q8NER1; TRPV1-expressing cells, Fluo-8 calcium influx, agonist mode; activation, % at 8.33 µM; in the data active = activation above about 80%; inconclusive = between about 30% and that limit; note: 0% is about no effect
Target sequence (Q8NER1 whole entry, looked up): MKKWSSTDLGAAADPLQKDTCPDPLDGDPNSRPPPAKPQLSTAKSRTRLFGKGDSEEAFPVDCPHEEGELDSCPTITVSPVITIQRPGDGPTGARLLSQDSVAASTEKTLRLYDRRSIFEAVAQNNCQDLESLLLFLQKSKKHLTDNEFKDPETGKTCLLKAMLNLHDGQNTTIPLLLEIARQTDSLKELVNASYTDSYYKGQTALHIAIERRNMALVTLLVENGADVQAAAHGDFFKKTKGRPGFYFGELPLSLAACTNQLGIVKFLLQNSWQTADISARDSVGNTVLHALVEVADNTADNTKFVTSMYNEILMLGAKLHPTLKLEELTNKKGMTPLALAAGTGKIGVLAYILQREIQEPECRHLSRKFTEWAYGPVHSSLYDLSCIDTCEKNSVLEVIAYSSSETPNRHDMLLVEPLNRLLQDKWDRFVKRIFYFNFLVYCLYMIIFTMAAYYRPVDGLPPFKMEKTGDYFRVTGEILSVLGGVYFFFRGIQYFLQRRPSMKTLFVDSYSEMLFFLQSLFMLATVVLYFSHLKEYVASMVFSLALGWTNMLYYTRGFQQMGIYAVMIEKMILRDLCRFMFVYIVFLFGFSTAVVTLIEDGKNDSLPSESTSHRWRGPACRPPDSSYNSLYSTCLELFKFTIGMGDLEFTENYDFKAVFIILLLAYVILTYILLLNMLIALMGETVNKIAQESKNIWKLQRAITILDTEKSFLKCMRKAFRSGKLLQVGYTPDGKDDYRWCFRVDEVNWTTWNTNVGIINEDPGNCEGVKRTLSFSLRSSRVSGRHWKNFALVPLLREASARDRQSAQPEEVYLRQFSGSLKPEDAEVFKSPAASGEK
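Cells expressing TRPV1 were dye-loaded with Fluo-8 and read kinetically: 10 s baseline, 3 min after compound (agonist portion), then 2 min after EC20 capsaicin (allosteric enhancer portion). Calcium-bound dye fluorescence at 480/520 nm.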
KCNH2 3.1 inh: qHTS for Inhibitors of KCHN2 3.1: Mutant qHTS. 340,000 compounds, 0.95% hits. Potassium voltage-gated channel subfamily H member 2, brain isoform KCNH2 3.1 (human). activity change, % (tested at about 1.8 µM). U2OS KCNH2 3.1, thallium flux FluxOr; stronger effect = lower value;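 active = maximum activity change below -70%; inconclusive = maximum activity change from -70% to -50%; inactive = maximum activity change above -50%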;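 note: thallium influx rate constant from kinetic fluorescence after stimulation buffer; % is set by controls: 0 for no effect and ±100 for the full control effect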
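Channel expression came from 3.1 mutant virus (1.77 x 10^8 /mL) applied to suspended U2OS cells for 4 h. Flux was tracked with FluxOr dye plus Red40 quencher, and kinetic rate constants normalized to controls.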
hERG WT inh: qHTS for Inhibitors of KCHN2 3.1: Wildtype qHTS. Voltage-gated inwardly rectifying potassium channel KCNH2 (Homo sapiens), Q12809. U2OS, BacMam KCNH2, thallium flux FluxOr; stronger effect = lower value. activity change, % at 1.84 µM. 340,000 compounds, 0.37% hits. AID 720551, 2013;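 active = maximum activity change below -70%; inconclusive = maximum activity change between -70% and -50%; inactive = maximum activity change above -50%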; note: % is set by controls: 0 for no effect and ±100 for the full control effect
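U2OS cells transduced with wild-type KCNH2 virus are loaded with FluxOr dye for 45 min, and thallium flux is measured in kinetic reads before and after stimulation buffer. Rate constants are normalized to DMSO controls.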
The depositor's hits bear a star; [ ] = dose if it differs, or a comment. Unless noted, calls come from the whole dose curve; as a rule, active = well fitted curve in the direction sought with a large enough effect; inconclusive = small, poorly fitted or top-dose-only effect, or another doubt; inactive = no such curve, though single readings can be large; an effect the other way counts as inactive or inconclusive. Not all compounds are listed. The share of hits here may be higher or lower than overall.

`CC(C)Oc1ccc(CCN=C(N)N=C(N)N)cc1Cl` gave ELG1 repair inh inconclusive, AT treatment -0.8%, Eya2 phos inh -0.5%, TSHR antagonist -17.1, Mito fusion act 10.3%, USP2a block 1.3%, TCR act -4.4%, TRPV1 ag inconclusive and KCNH2 3.1 inh 1.1.
Screening O=c1n(Cc2ccccc2F)c2ccccc2n1Cc1ccccc1F returned ELG1 repair inh 15.2%, Eya2 phos inh -3.1%, TSHR antagonist 20.7, Mito fusion act inconclusive, USP2a block -10.9%, TCR act 4.5%[46.1 µM], TRPV1 ag 2.4, KCNH2 3.1 inh -10.1 and hERG WT inh -16.9.
For CCC1CCCCN1CCCNC(=O)Cn1ncc2c([nH]c3ccc(C)cc32)c1=O (stereo not drawn) the results were ELG1 repair inh 0.0%, AT treatment -4.4%, Eya2 phos inh -9.8%, TSHR antagonist 7.2, Mito fusion act -5.0%, USP2a block -4.1%, TCR act 1.7%, TRPV1 ag -0.8, KCNH2 3.1 inh 10.4 and hERG WT inh 1.2.
`CCC/C(C#Cc1cc(OC)cc(OC)c1)=C1/c2ccccc2C(=O)N1c1ccccc1` gave ELG1 repair inh 19.1%, AT treatment 5.6%, Eya2 phos inh 13.2%, TSHR antagonist -14.1, USP2a block -1.9%, TCR act 0.4%, KCNH2 3.1 inh -10.7 and hERG WT inh 22.6.
Screening CCOC(=O)N1CCN(c2ccc([N+](=O)[O-])cc2)CC1 returned ELG1 repair inh 0.9%, AT treatment -1.0%, Eya2 phos inh -1.8%, TSHR antagonist -0.8, Mito fusion act 13.6%, USP2a block -0.3%, TCR act -1.2%[46.1 µM], TRPV1 ag inconclusive, KCNH2 3.1 inh -22.3 and hERG WT inh 1.9.
`Cc1c(C(=O)NNC(=O)c2csc(N3CCOCC3)n2)cccc1[N+](=O)[O-]` gave ELG1 repair inh 0.1%, AT treatment 5.4%, Eya2 phos inh 19.1%, TSHR antagonist -9.9, Mito fusion act -0.4%, USP2a block 5.5%, TCR act -30.9%, TRPV1 ag 0.7, KCNH2 3.1 inh -4.5 and hERG WT inh -8.0.
For O=C(NCc1ccc(F)cc1)C(c1ccccc1)N(CC1CCCO1)C(=O)Cn1nnc2ccccc21 (stereo not drawn) the results were ELG1 repair inh -22.6%, Eya2 phos inh 6.1%, TSHR antagonist 3.3, Mito fusion act 0.1%, USP2a block 0.4%, TCR act -2.9%[46.1 µM], TRPV1 ag 3.1, KCNH2 3.1 inh -5.3 and hERG WT inh -11.2.
Cc1cc(=O)[nH]c2c1c(C)nn2C1CCCC1 was read as ELG1 repair inh 21.6%, AT treatment 8.8%, Eya2 phos inh -19.6%, TSHR antagonist -12.1, Mito fusion act -3.1%, USP2a block -0.4%, TCR act -0.1%, TRPV1 ag -0.2, KCNH2 3.1 inh -5.0 and hERG WT inh -1.3.
N#Cc1ccc(OCC(=O)Nc2ccccc2NS(=O)(=O)c2cccs2)cc1 was read as ELG1 repair inh -2.5%, AT treatment 4.1%, Eya2 phos inh 0.1%, TSHR antagonist -0.6, Mito fusion act 6.5%, USP2a block -0.4%, TCR act -6.1%[46.1 µM], TRPV1 ag -0.8, KCNH2 3.1 inh 2.6 and hERG WT inh -6.7.
Screening O=S(=O)(c1ccc(F)cc1)N1CCCC(CO)C1 (stereo not drawn) returned ELG1 repair inh 7.2%, AT treatment 6.8%, Eya2 phos inh -0.4%, TSHR antagonist -8.0, Mito fusion act 0.0%, USP2a block 1.1%, TCR act -2.0%, TRPV1 ag -0.8, KCNH2 3.1 inh 6.7 and hERG WT inh -11.5.
`COc1ccccc1N1CCN(C(=O)c2cccc(N3C(=O)NC4CC3(C)Oc3c(OC)cccc34)c2)CC1` (stereo not drawn) gave ELG1 repair inh -9.2%, AT treatment 10.7%, Eya2 phos inh -11.5%, TSHR antagonist 1.3, Mito fusion act -2.3%, USP2a block 3.1%, TCR act 1.0%, TRPV1 ag -7.7, KCNH2 3.1 inh -27.9 and hERG WT inh -14.1.
Screening COC(=O)CN1C(=O)[C@H]2[C@@H](/C=C/c3ccccc3)N3C(=O)CN(Cc4ccccn4)C(=O)[C@@]3(Cc3ccccc3)[C@H]2C1=O returned ELG1 repair inh 16.7%, AT treatment -3.1%, Eya2 phos inh 6.3%, TSHR antagonist 2.6, USP2a block 2.2% and TCR act -2.2%.
O=C(Nc1ccc2ccccc2c1)c1ccccc1F was read as ELG1 repair inh inconclusive, AT treatment -2.4%, Eya2 phos inh -5.8%, TSHR antagonist -11.3, Mito fusion act 2.0%, USP2a block 0.1%, TCR act -1.6%, TRPV1 ag inconclusive, KCNH2 3.1 inh 9.7 and hERG WT inh -9.1.
COC(=O)c1c(C)oc(C)c1S(=O)(=O)NCc1ccc(Cl)cc1 was read as ELG1 repair inh 0.0%, AT treatment 0.0%, Eya2 phos inh 0.8%, TSHR antagonist 2.3, Mito fusion act 4.2%, USP2a block -2.1%, TCR act -25.6%, TRPV1 ag -3.7, KCNH2 3.1 inh 6.8 and hERG WT inh 5.2.
For CCOc1ncccc1C(=O)OCC(=O)NCCc1ccccc1 the results were ELG1 repair inh 2.4%, AT treatment 5.8%, Eya2 phos inh 14.8%, TSHR antagonist 3.2, Mito fusion act 0.2%, USP2a block 2.1%, TCR act 2.4%, TRPV1 ag -4.6, KCNH2 3.1 inh -6.0 and hERG WT inh 8.8.
COc1ccc(CCN2C(=O)CSC2c2ccc(F)cc2)cc1 (stereo not drawn) was read as ELG1 repair inh inconclusive, AT treatment -1.2%, Eya2 phos inh -29.2%, TSHR antagonist 3.3, Mito fusion act -0.3%, USP2a block 0.1%, TCR act 6.0%, TRPV1 ag 10.2, KCNH2 3.1 inh -0.1 and hERG WT inh 4.6.
`COc1ccc(C(=O)NCC(=O)O)cc1` gave Mito fusion act -2.2%, TCR act -0.5%, TRPV1 ag -2.1, KCNH2 3.1 inh 3.0 and hERG WT inh -2.4.
For Cc1ccc(C(=O)N2CCC(N3CCC(C(=O)N4CCOCC4)CC3)CC2)cc1C the results were ELG1 repair inh -1.0%, AT treatment -3.6%, Eya2 phos inh -3.4%, TSHR antagonist -0.4, Mito fusion act -1.4%, USP2a block -0.7%, TCR act 0.7%, TRPV1 ag 0.6, KCNH2 3.1 inh -20.6 and hERG WT inh -5.3.
For O=C(NCCc1ccccn1)c1cc2ccccc2o1 the results were ELG1 repair inh inconclusive, AT treatment -1.7%, Eya2 phos inh -1.1%, TSHR antagonist 3.2, Mito fusion act -3.1%, USP2a block 1.0%, TCR act -2.2%, TRPV1 ag -2.3, KCNH2 3.1 inh 9.4 and hERG WT inh -5.0.
Screening Cc1ccc(C(=O)NCC(=O)OC(C)C(=O)NC2CCCCC2C)cc1C (stereo not drawn) returned ELG1 repair inh 21.1%, AT treatment 12.0%, Eya2 phos inh -6.7%, TSHR antagonist -9.6, Mito fusion act 2.7%, USP2a block -1.6%, TCR act -0.7%, TRPV1 ag -0.8, KCNH2 3.1 inh -24.8 and hERG WT inh -4.8.
Cc1c(C(=O)NCC(C)C)sc2nc(-c3ccc(F)cc3)cn12 was read as ELG1 repair inh inconclusive, AT treatment 2.2%, Eya2 phos inh -21.6%, TSHR antagonist 3.6, Mito fusion act 0.0%, USP2a block 1.5%, TCR act 3.9%, TRPV1 ag 19.5, KCNH2 3.1 inh 12.6 and hERG WT inh 3.3.
O=C(Nc1ccc(NC(=O)c2cccs2)cc1)c1ccccc1 was read as ELG1 repair inh inconclusive, AT treatment -10.7%, Eya2 phos inh 1.2%, TSHR antagonist 22.0, Mito fusion act -23.3%, USP2a block -1.3%, TCR act 9.8%, TRPV1 ag 10.1, KCNH2 3.1 inh 1.2 and hERG WT inh 3.0.

Screening data from PubChem.
